Kir21 inh = Kir2.1 (mouse) channel inhibition | P35561 | HEK293-Kir2.1, FluxOR thallium flux fluorescence; active compounds read low | B-score at 10 µM | 310,000 compounds, 0.85% hits;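 active = fluorescence ratio B-score at or below minus 3 SD of library scores, with starting-brightness B-score within 2 SD, cut at about -4.2 in these data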;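 also: channel flux triggered by added potassium and thallium sulfate stimulus; B-score of peak minus minimum fluorescence over baseline after thallium stimulus; more negative B-score means stronger Kir2.1 block with less thallium influx; some compounds called inactive have numbers as strong as hits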
Target sequence (P35561 whole entry, looked up): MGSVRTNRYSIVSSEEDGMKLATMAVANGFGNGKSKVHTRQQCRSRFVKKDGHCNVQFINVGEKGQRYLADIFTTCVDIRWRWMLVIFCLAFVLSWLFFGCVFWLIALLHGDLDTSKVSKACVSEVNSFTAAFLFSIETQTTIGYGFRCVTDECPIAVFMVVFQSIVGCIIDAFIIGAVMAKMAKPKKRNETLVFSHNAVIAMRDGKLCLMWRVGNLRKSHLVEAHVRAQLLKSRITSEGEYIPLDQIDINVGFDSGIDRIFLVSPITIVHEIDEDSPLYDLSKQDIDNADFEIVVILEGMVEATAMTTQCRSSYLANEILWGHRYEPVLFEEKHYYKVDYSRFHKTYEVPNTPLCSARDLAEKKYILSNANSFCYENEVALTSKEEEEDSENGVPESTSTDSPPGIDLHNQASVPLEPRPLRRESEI
STK33 kinase inh = human STK33 kinase inhibition | purified STK33, MBP phosphorylation, ADP-Glo luminescence | inhibition, % at 10 µM | 320,000 compounds, 0.073% hits | AID 2661;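 active = inhibition at or above 25%, using the most active replicate where run in duplicate; inactive = inhibition below 25%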
Target sequence (Q9BYT3 whole entry, looked up): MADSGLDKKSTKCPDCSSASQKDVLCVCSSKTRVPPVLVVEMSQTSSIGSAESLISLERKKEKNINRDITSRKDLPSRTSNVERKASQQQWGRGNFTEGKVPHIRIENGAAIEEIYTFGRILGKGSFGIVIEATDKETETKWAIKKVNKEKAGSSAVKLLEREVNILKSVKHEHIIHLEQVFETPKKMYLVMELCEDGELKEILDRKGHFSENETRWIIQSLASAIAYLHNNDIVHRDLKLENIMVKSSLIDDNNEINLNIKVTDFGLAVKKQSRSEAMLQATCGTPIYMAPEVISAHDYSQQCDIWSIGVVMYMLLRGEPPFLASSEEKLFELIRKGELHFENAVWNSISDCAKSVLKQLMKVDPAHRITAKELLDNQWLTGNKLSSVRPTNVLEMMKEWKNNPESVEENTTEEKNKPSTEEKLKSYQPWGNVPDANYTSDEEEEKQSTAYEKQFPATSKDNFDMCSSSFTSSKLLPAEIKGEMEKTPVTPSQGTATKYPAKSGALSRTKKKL
* = called active by the depositor; & = joins results of further samples.

`ClC1C(Cl)C(Cl)C(Cl)C(Cl)C1Cl` (stereo not given) gave STK33 kinase inh -4.5&-1.7.
`CCOC(=O)c1ccccc1NC(=O)c1c(O)[nH]c(=O)[nH]c1=O` gave Kir21 inh -1.4 and STK33 kinase inh 0.2.
`ClCCN1CCN(c2ccnc3cc(Cl)ccc23)CC1` gave Kir21 inh -0.27 and STK33 kinase inh 1.7.
For COc1ccc(CN2C(=O)NC(=O)/C(=C\c3ccco3)C2=O)cc1 the results were Kir21 inh 0.58 and STK33 kinase inh -1.0.
Screening C[C@]12CCC3C(CC[C@H]4C[C@@H](O)CC[C@]34C)C1C[C@@H](O)[C@H]2O (stereo not given in full) returned STK33 kinase inh 0.0.
Screening COc1ccc(-n2c(/C=C/c3ccc(O)c(OC)c3)nc3ccccc3c2=O)cc1 returned Kir21 inh -0.65 and STK33 kinase inh -0.2.
`Cc1ccccc1-n1c(O)c(C(c2ccncc2)c2c(O)n(-c3ccccc3C)c(=O)[nH]c2=O)c(=O)[nH]c1=O` gave Kir21 inh -0.26&-1.9 and STK33 kinase inh -0.6&-1.8.
CNC(=O)Oc1ccc(-c2cn3cc(Cl)ccc3n2)cc1 was read as Kir21 inh 0.35 and STK33 kinase inh -2.1.
`CCCCCn1c(=O)c(C(=O)NCc2ccccc2)c(O)c2ccccc21` gave Kir21 inh 1.5 and STK33 kinase inh -1.8.
`CCCCCn1c(=O)c(C(=O)Nc2ncccc2C)c(O)c2ccccc21` gave Kir21 inh 1.7 and STK33 kinase inh -0.9.
For O=C(C1c2ccccc2C(=O)N2CCc3ccccc3C12)N1CCC2(CC1)OCCO2 (stereo not given) the results were Kir21 inh -1.1 and STK33 kinase inh -0.4.
`CCCNC(=O)Cn1cnc2sc(C(=O)N3CCC4(CC3)OCCO4)c(C)c2c1=O` gave Kir21 inh -1.1 and STK33 kinase inh -0.9.
CC(NCc1ccccc1Cl)C(O)c1ccccc1 (stereo not given) was read as Kir21 inh -5.7* and STK33 kinase inh -1.1.
`Cc1cc(N2CCCC2)ccc1C=C(C#N)C#N` gave Kir21 inh 0.38 and STK33 kinase inh -1.1.
Screening COC(=O)C(O)(c1ccc(N=Cc2ccccc2O)c(C)c1)C(F)(F)F (stereo not given) returned Kir21 inh -0.82 and STK33 kinase inh 0.0.
COC(=O)C1=C(c2cccc(OCc3ccccc3)c2)C[C@@H]2CC[C@H]1N2C(=O)NCc1ccc(C(C)(C)C)cc1 was read as STK33 kinase inh -0.1.
For N#Cc1c(Cl)nc(Cl)c2c1CCN(Cc1ccccc1)C2 the results were Kir21 inh -0.42 and STK33 kinase inh 1.4.
`O=C(C(=O)N1CCC2(CC1)OCCO2)c1c[nH]c2ccccc12` gave Kir21 inh -0.01 and STK33 kinase inh -2.7.
`O=P(Nc1ccccc1)(Nc1ccccc1)Oc1cccc(Cl)c1` gave Kir21 inh -0.86 and STK33 kinase inh -0.5.
CC(=NCCC1=CCCCC1)c1c(O)n(C)c(=O)n(C)c1=O was read as Kir21 inh -1.1 and STK33 kinase inh 0.3.
Screening Cc1cccc(N2C(=O)NC(=O)/C(=C\C=C\c3ccco3)C2=O)c1 returned Kir21 inh -0.11 and STK33 kinase inh 0.7.
For Cc1cc(C=C2C(=O)N(C)C(=S)N(C)C2=O)c(C)n1-c1cccnc1 the results were Kir21 inh -0.73 and STK33 kinase inh -1.7.
Screening O=C(COc1ccccc1)N1CCN(CC2CC3C=CC2C3)CC1 (stereo not given) returned Kir21 inh -0.96 and STK33 kinase inh -1.0.
`CN1CCN(C(=O)COc2ccc(S(=O)(=O)NCc3ccccc3)cc2Cl)CC1` gave Kir21 inh -0.03 and STK33 kinase inh -1.0.
For CCn1c(O)c(C=NCCN2CCOCC2)c(=O)[nH]c1=S the results were Kir21 inh -1.5 and STK33 kinase inh -0.9.
Screening CC(=O)Nc1ccc(OC(=O)c2ccccc2N)cc1 returned Kir21 inh -0.04 and STK33 kinase inh -1.1.
`COC(=O)C1=C(c2cccc(OC)c2OC)C[C@@H]2CC[C@H]1N2C(=O)NCc1ccc(F)cc1` gave Kir21 inh -0.32 and STK33 kinase inh 0.1.
O=c1[nH]c(=O)n(-c2ccccc2F)c(O)c1C=NCCC1=CCCCC1 was read as Kir21 inh -0.07 and STK33 kinase inh -1.6.
Screening O=c1[nH]c(Cl)ccc1CN1CCOCC1 returned Kir21 inh 0.02 and STK33 kinase inh 0.6.
`Cc1ccccc1NC(=O)NCCN1CC1` gave Kir21 inh 0.44 and STK33 kinase inh 0.0.
For O=C(Nc1ccc(Cl)cc1)O/N=C(\c1ccccc1)c1ccccn1 the results were Kir21 inh -0.49 and STK33 kinase inh -1.3.
`COc1ccc(N2CCN(Cc3nc4ccccc4[nH]3)CC2)cc1` gave Kir21 inh -0.56 and STK33 kinase inh 0.1.
Screening O=C(c1ccccc1)C1CCCN(Cc2nc(-c3cnccn3)no2)C1 (stereo not given) returned Kir21 inh 1.4 and STK33 kinase inh 0.2.
Screening CCC1C2Cn3c(nc4ccccc43)C1N(C)O2 (stereo not given) returned Kir21 inh 0.81 and STK33 kinase inh 2.3.
`O=C1c2ccccc2C(=O)N1Cc1nc2ccccc2c(=O)n1-c1ccccn1` gave STK33 kinase inh -0.3.
Clc1ccc(COC(Cn2ccnc2)c2ccc(Cl)cc2Cl)c(Cl)c1 (stereo not given) was read as Kir21 inh -1.6 and STK33 kinase inh -1.5.
CCN1CCC2(CC1)NC(CO)(CO)CO2 was read as Kir21 inh 0.59 and STK33 kinase inh 0.3.
`O=c1c(C=NCc2cccs2)c(O)n(C2CCCCC2)c(=O)n1C1CCCCC1` gave Kir21 inh 0.35 and STK33 kinase inh 0.5.
`CC(N)Cc1c[nH]c2ccc(OCc3cccs3)cc12` (stereo not given) gave Kir21 inh -1.1 and STK33 kinase inh -1.6.
CCN(CC)c1ccc(CNCCc2ccccc2F)cc1 was read as Kir21 inh -2.9 and STK33 kinase inh 0.5.

In the list so far, these contain a Cl atom:
`ClC1C(Cl)C(Cl)C(Cl)C(Cl)C1Cl` (stereo not given) gave STK33 kinase inh -4.5&-1.7.
`ClCCN1CCN(c2ccnc3cc(Cl)ccc23)CC1` gave Kir21 inh -0.27 and STK33 kinase inh 1.7.
CNC(=O)Oc1ccc(-c2cn3cc(Cl)ccc3n2)cc1 was read as Kir21 inh 0.35 and STK33 kinase inh -2.1.
CC(NCc1ccccc1Cl)C(O)c1ccccc1 (stereo not given) was read as Kir21 inh -5.7* and STK33 kinase inh -1.1.
For N#Cc1c(Cl)nc(Cl)c2c1CCN(Cc1ccccc1)C2 the results were Kir21 inh -0.42 and STK33 kinase inh 1.4.
`O=P(Nc1ccccc1)(Nc1ccccc1)Oc1cccc(Cl)c1` gave Kir21 inh -0.86 and STK33 kinase inh -0.5.
`CN1CCN(C(=O)COc2ccc(S(=O)(=O)NCc3ccccc3)cc2Cl)CC1` gave Kir21 inh -0.03 and STK33 kinase inh -1.0.
Screening O=c1[nH]c(Cl)ccc1CN1CCOCC1 returned Kir21 inh 0.02 and STK33 kinase inh 0.6.
For O=C(Nc1ccc(Cl)cc1)O/N=C(\c1ccccc1)c1ccccn1 the results were Kir21 inh -0.49 and STK33 kinase inh -1.3.
Clc1ccc(COC(Cn2ccnc2)c2ccc(Cl)cc2Cl)c(Cl)c1 (stereo not given) was read as Kir21 inh -1.6 and STK33 kinase inh -1.5.

Further results
CCOc1cc(C=C2C(=O)NC(=O)NC2=O)cc([N+](=O)[O-])c1O was read as Kir21 inh -0.49 and STK33 kinase inh -1.2.
Cn1c(O)c(C=Nc2ccccc2)c(=O)n(C)c1=O was read as Kir21 inh 0 and STK33 kinase inh 0.3.
O=c1[nH]c(=O)n(C2CCCCCC2)c(O)c1C=NCc1cccnc1 was read as Kir21 inh -1 and STK33 kinase inh -1.2.
COc1ccc(CCNCc2ccsc2)cc1OC was read as Kir21 inh 1.2 and STK33 kinase inh -1.0.
For CCOC(=O)C1=C(C)OC(N)=C(C(=O)OC)C12C(=O)Nc1ccc(Br)cc12 (stereo not given) the results were Kir21 inh 1.9 and STK33 kinase inh 3.4.
Screening CCc1ccc(-n2c(O)c(C(C)=O)c(=O)[nH]c2=O)cc1 (tested in a mixture with another compound) returned Kir21 inh 0.26 and STK33 kinase inh -0.7.
COC(=O)C1=C(c2ccc(-c3ccccc3)c(F)c2)C[C@@H]2CC[C@H]1N2C(=O)NCCOc1ccccc1 was read as STK33 kinase inh -0.1.
Screening COC(=O)C1=C(c2ccc(Cl)c(C(F)(F)F)c2)C[C@@H]2CC[C@H]1N2C(=O)NC1CCCCC1 returned STK33 kinase inh 0.6.
Screening COC(=O)C1=C(c2cc3ccccc3o2)C[C@@H]2CC[C@H]1N2C returned STK33 kinase inh -0.7.
For O=C1NC(=O)N(c2ccccc2)C(=O)/C1=C\c1ccc([N+](=O)[O-])o1 the results were Kir21 inh 0.06 and STK33 kinase inh -0.9.
Screening CCc1ccc(NC(=O)CN2CC(c3ccccc3)CC2=O)cc1 (stereo not given) returned Kir21 inh -0.43 and STK33 kinase inh -0.6.
CCCCn1c(=O)c(C(=O)Nc2nnc(C(C)C)s2)c(O)c2ccccc21 was read as Kir21 inh 0.74 and STK33 kinase inh -0.1.
For Cn1c(O)c(C=NCCN2CCOCC2)c(=O)n(C)c1=S the results were Kir21 inh 0.33 and STK33 kinase inh 0.8.
Screening CCOC(=O)CNC(=O)CSP(=S)(OCC)OCC returned Kir21 inh -1.7 and STK33 kinase inh -0.9.
For CCCCn1c(=O)c(C(=O)NCc2ccccc2Cl)c(O)c2ccccc21 the results were Kir21 inh 0.06 and STK33 kinase inh -0.5.
For CN1CCCCC1c1ccc(-c2cccnc2)nc1 (stereo not given) the results were Kir21 inh 0.05 and STK33 kinase inh 1.8.
Nc1ccc2nonc2c1[N+](=O)[O-] was read as Kir21 inh -7.6 and STK33 kinase inh 0.7.
Nc1c(Cl)cc([N+](=O)[O-])cc1Cl was read as STK33 kinase inh 0.8.
For Cc1ccsc1C(=O)C1CCCN(Cc2cnc(N(C)C)s2)C1 (stereo not given) the results were Kir21 inh -0.67 and STK33 kinase inh 0.5.
COP(=S)(OC)SCN1C(=O)c2ccccc2C1=O was read as Kir21 inh 0.46.
Screening Cn1cnc([N+](=O)[O-])c1Sc1ccc([N+](=O)[O-])cc1 returned Kir21 inh 0.25 and STK33 kinase inh -1.3.
`Cc1cc(C(=O)O)c(C)n1C1CC1` gave Kir21 inh -2.9 and STK33 kinase inh -1.3.
Nc1cc(N2CCNCC2)ccc1[N+](=O)[O-] was read as Kir21 inh -0.27 and STK33 kinase inh -0.8.
For COc1cccc(OC)c1C(=O)NC(=S)N1C[C@H]2C[C@H](C1)c1cccc(=O)n1C2 the results were Kir21 inh -0.27 and STK33 kinase inh -0.8.
For O=C1NC(=S)N(c2ccc(Br)cc2)C(=O)/C1=C/N1CCN(C(=O)c2ccco2)CC1 the results were Kir21 inh 0 and STK33 kinase inh 0.2.
`CCN1CCC(NCC2CCCCC2)CC1` gave Kir21 inh 0.66 and STK33 kinase inh 0.3.
COc1cc(CN2C(=O)NC(=O)C3(Cc4cc(C)ccc4N(C)C3)C2=O)cc(OC)c1 (stereo not given) was read as Kir21 inh -0.54 and STK33 kinase inh 2.2.
COC(=O)c1ccccc1NC(=O)N1C[C@@H]2C[C@@H](C1)c1cccc(=O)n1C2 was read as Kir21 inh 1.9 and STK33 kinase inh 0.5.
CC(=NCC1CCCO1)c1c(O)n(-c2ccc(C)cc2)c(=O)[nH]c1=O (stereo not given) was read as Kir21 inh -0.54 and STK33 kinase inh -1.1.
For Cc1cccc(CN2CCCC(C(=O)c3ccc(C(F)(F)F)cc3)C2)n1 (stereo not given) the results were Kir21 inh -1.7 and STK33 kinase inh 1.0.
Screening O=C(c1cc2cc(Cl)ccc2[nH]1)N1CCC2(CC1)OCCO2 returned Kir21 inh -0.01 and STK33 kinase inh 0.2.
COc1cc(/C=C2\C(=O)NC(=O)N(c3ccccc3)C2=O)cc(OC)c1OC was read as Kir21 inh -0.6 and STK33 kinase inh 1.6.
Screening Cc1ccc(N2C(=O)NC(=O)/C(=C/c3cnn(-c4ccc(C)cc4)c3)C2=O)cc1 returned Kir21 inh -0.07 and STK33 kinase inh 0.6.
O=C(Cn1cc(C(=O)c2ccccc2F)c2ccccc21)NC1CC1 was read as Kir21 inh 0.02 and STK33 kinase inh -1.3.
Screening Cc1cccc(NC2=NCCCS2)c1 returned Kir21 inh 0 and STK33 kinase inh -0.4.
Screening COC(=O)C1=C(c2ccc(Cl)c(C(F)(F)F)c2)C[C@@H]2CC[C@H]1N2C(=O)NCCOc1ccccc1 returned STK33 kinase inh -1.6.
For COC(=O)C1=C(c2cc3ccccc3o2)C[C@@H]2CC[C@H]1N2C(=O)NCCO the results were Kir21 inh -1.2 and STK33 kinase inh -0.4.
For CCCCn1c(C)c(C(=O)OCC)c2c(CN3CCOCC3)c(O)ccc21 the results were Kir21 inh -3.1 and STK33 kinase inh -1.0.
`Cn1c(O)c(C=Nc2ccc(F)cc2)c(=O)[nH]c1=O` gave Kir21 inh 2.2 and STK33 kinase inh -0.2.
O=[N+]([O-])c1cccc(NP(=O)(Oc2ccccc2)Oc2ccccc2)c1 was read as Kir21 inh -1.5 and STK33 kinase inh 1.2.
CCCOC(=O)COc1cc(C)cc2oc(=O)c3c(c12)CCC3 was read as Kir21 inh 0.13 and STK33 kinase inh 1.5.
`Cc1cccc(N2C(=O)NC(=O)/C(=C\c3cnc(-c4ccccc4)nc3)C2=O)c1` gave Kir21 inh 0.09 and STK33 kinase inh -2.1.
Screening CN(C)c1ccc(C(=O)N/N=C/C23CC[C@@H](O)CC2(O)CC[C@@H]2[C@@H]3CCC3(C)C(C4=CC(=O)OC4)CCC23O)cc1 (stereo not given in full) returned Kir21 inh -0.05 and STK33 kinase inh -1.1.
CCN1C[C@]2(OC(=O)c3ccccc3NC(C)=O)CCC(OC)C34C5C[C@H]6C(OC)[C@]5(O)[C@](O)(C[C@@H]6OC)C(C[C@@H]32)[C@H]14 (stereo not given in full) was read as Kir21 inh 1.9 and STK33 kinase inh -0.2.

Screening data: PubChem, several laboratories

Some of the compounds tested. The share of hits here may be higher or lower than overall.
